High-throughput results: PubChem BioAssay, National Center for Advancing Translational Sciences (NCATS)
PTHR1 ag = activates the human parathyroid hormone receptor PTHR1; 410,000 compounds, 0.075% hits; Q03431; Potency, µM (titrated, usually from 115 µM), for the others: top-dose activation, most hits filed as activators; HEK293 GP2 PTHR1 cells, GloSensor cAMP luminescence, 1 h; also: potency is read from the fitted curve at half-maximal effect; nearly all actives have a fitted effect of over 55% in size; some results filed as inactive show a strong effect at the top dose; inactives centre near -15; many of its hits are not listed in these tables
Target sequence (Q03431 whole entry, looked up): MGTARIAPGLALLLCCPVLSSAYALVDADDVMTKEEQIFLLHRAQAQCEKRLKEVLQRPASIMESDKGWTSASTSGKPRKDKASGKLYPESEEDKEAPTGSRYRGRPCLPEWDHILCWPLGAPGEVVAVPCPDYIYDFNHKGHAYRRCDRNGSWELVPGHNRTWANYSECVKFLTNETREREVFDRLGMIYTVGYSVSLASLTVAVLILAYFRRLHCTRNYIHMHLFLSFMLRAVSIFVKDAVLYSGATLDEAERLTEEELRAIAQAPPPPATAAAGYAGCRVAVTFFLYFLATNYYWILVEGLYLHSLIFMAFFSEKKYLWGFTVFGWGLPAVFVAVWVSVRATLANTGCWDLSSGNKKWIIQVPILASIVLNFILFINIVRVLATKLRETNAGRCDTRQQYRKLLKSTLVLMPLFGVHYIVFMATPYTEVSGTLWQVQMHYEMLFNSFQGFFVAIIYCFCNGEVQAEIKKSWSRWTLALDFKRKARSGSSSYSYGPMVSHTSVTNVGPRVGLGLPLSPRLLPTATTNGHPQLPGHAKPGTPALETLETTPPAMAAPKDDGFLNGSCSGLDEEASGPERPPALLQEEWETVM
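HEK-293-derived GP2 cells expressing PTHR1 and a GloSensor cAMP reporter, 3,000/well, plated overnight, given luciferin plus IBMX (each 0.5 mM as added) for 1 h at 37 °C, then compound for 1 h at 37 °C. Luminescence was read after 15 min at room temperature.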
D3 ag = D3 dopamine receptor (human) agonism | P35462 | D3R DiscoveRx beta-arrestin cells, luminescence, 90 min | max activation, % | 410,000 compounds, 0.58% hits | AID 652048; in the data active = max activation above about 30%; also: 0% is about no effect; mostly tested at two doses, the higher about 12 µM
Target sequence (P35462 whole entry, looked up): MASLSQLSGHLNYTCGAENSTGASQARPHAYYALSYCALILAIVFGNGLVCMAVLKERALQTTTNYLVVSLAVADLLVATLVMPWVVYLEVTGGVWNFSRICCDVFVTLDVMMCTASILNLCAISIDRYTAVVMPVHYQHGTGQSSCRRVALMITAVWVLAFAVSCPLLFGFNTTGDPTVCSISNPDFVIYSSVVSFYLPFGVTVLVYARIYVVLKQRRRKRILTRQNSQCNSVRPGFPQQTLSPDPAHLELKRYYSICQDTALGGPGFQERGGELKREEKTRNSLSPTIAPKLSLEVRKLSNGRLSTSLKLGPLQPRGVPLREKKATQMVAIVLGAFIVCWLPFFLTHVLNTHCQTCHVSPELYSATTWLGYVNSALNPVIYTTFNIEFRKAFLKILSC
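Agonist mode: compounds and dopamine controls were applied to plated cells for 90 min at 37 degrees C after an overnight attachment at 1500 cells/well. Luminescent read-out followed 30 - 60 minutes at room temperature with DiscoveRx detection reagent.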
aSyn rescue = rescues yeast growth from alpha-synuclein toxicity. Yeast expressing alpha-synuclein, growth rescue, BacTiter-Glo, 24 h. Potency, µM (top dose mostly 46.1 µM), without a hit: top-dose growth rescue (activation), most hits filed as activators. 370,000 compounds, 0.14% hits. AID 652106; also: potency is read from the fitted curve at half-maximal effect; % of control where 0% means no effect; nearly all actives have a fitted effect of over 65% in size
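Readout is rescue of growth in alpha-synuclein-expressing yeast, so inhibitors of toxicity appear as activators. Growth after 24 hr at 30 deg C in galactose medium is quantified by luminescence.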
GLP1R inv ag = acts as inverse agonist at human GLP-1 receptor; HEK293 GLP-1R CRE-luciferase, luminescence, 24 h; GLP-1R form is constitutively active; Potency, µM (series often up to 38.3 µM), for inactives: at the highest dose activity change, negative = inhibition, actives largely listed as inhibitors; 410,000 compounds, 1.6% hits; also: potency is read from the fitted curve at half-maximal effect; % is scaled to controls: 0 for no effect and ±100 for the full control effect; nearly all actives have a fitted effect of over 55% in size
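Seeding at 200 cells/uL, 12 h culture, 24 hr compound treatment, then luciferase reagent and a luminescence read; cells are HEK293 stably expressing a constitutively active GLP-1R plus cAMP-responsive luciferase.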
HEK293 tox = cytotoxicity counter-screen for GLP-1 receptor inverse agonists. HEK293 cAMP-luciferase reporter cells, luminescence, 24 h. Potency, µM (doses to about 38.3 µM), without a hit: at the highest dose activity change, negative = inhibition, most hits filed as inhibitors. 410,000 compounds, 0.13% hits. AID 624418;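 also: loss of luciferase light is scored as toxicity; potency is read from the fitted curve at half-maximal effect; % is scaled to controls: 0 for no effect and ±100 for the full control effect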
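Quantitative HTS format, 1536 wells, 200 cells/uL seeded. Compounds: 23 nL, 24 h, 37 °C. Detection: luciferase reagent, luminescence at 12 min RT; decreased signal taken as cytotoxic.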
D3 antag = blocks the human D3 dopamine receptor | max response, negative = inhibition, % | AID 652054 | P35462 | D3R cells, DiscoveRx beta-arrestin luminescence, antagonist mode; stronger effect = lower value | 360,000 compounds, 2.5% hits; in the data active = max response below about -50%; inconclusive = no clear call, values can overlap the other calls; also: % is scaled to controls: 0 for no effect and ±100 for the full control effect; mostly tested at two doses, the higher about 12 µM
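Cells plated overnight at 1500 cells/well, then exposed to library compounds with dopamine controls for 90 minutes at 37 degrees C. DiscoveRx reagent added for 30–60 minutes at room temperature; luminescence read, quantitative HTS format.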
KB-V1 MDR tox = kills drug-selected multidrug resistant KB-V1 cells | KB-V1 MDR cells viability, CellTiter-Glo, 72 h | Potency, µM (titrated, usually from 46.1 µM), for inactives: at the highest dose activity change, negative = cytotoxicity, actives largely listed as cytotoxic | 400,000 compounds, 3.4% hits | AID 1347076; also: potency is read from the fitted curve at half-maximal effect; % is scaled to controls: 0 for no effect and ±100 for the full control effect; nearly all actives have a fitted effect of over 60% in size
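Compound-treated KB-V1 multidrug-resistant cells, 72 h, 37 degrees C; viability by CellTiter-Glo. Fitted qHTS curves give the values.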
GLP1R ag = GLP-1 receptor (human) agonism; P43220; HEK293 GLP-1R CRE-luciferase, luminescence, 4-6 h; cells express a hypersensitive GLP-1R form; Potency, µM (highest dose often 45.6 µM), inactives show at the highest dose activation, hits mostly activators; 380,000 compounds, 0.007% hits; AID 624172; also: potency is read from the fitted curve at half-maximal effect; % of control where 0% means no effect
TDP43 rescue = inhibitors of TDP-43 toxicity in yeast | TDP-43 expressing yeast growth rescue, BacTiter-Glo, 24 h | Potency, µM (series often up to 46.1 µM), without a hit: top-dose growth rescue (activation), most hits filed as activators | 410,000 compounds, 1.8% hits | AID 652104; also: potency is read from the fitted curve at half-maximal effect; % of control where 0% means no effect; nearly all actives have a fitted effect of over 50% in size
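Galactose-induced TDP-43 yeast, OD600=0.02, compound pinned; 24 hr, 30 deg C; BacTiter-Glo luminescence for growth. Inhibitors of TDP-43 toxicity read as activators.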
* marks the source's active call; other numbers are inactive results; [ ] = another dose, or the depositor's remark. Unless noted, calls follow the shape of the dose curve; as a rule, active = well fitted curve in the direction sought with a large enough effect; inconclusive = small, poorly fitted or top-dose-only effect, or another doubt; inactive = no such curve, though single readings can be large; an effect the other way counts as inactive or inconclusive.

How did Cc1ccccc1C(=O)NC1CCN(C(=O)Nc2ccccc2Cl)CC1 do in these assays?
PTHR1 ag: -78.7%[inhibitor]; D3 ag: -0.1; aSyn rescue: -8.2%; GLP1R inv ag: 4.9%; HEK293 tox: 4.2%; D3 antag: -14.4; KB-V1 MDR tox: -27.7%; GLP1R ag: -5.2%; TDP43 rescue: 1.4%

Results for O=C(Nc1nccs1)c1ccc(S(=O)(=O)N2CCOCC2)cc1 ?
PTHR1 ag: -29.4%; D3 ag: 25.8; aSyn rescue: 0.1%; GLP1R inv ag: 2.8%; HEK293 tox: -3.0%; D3 antag: 12.7; KB-V1 MDR tox: 0.0%; GLP1R ag: 7.7%; TDP43 rescue: -17.5%[1.82 µM]

What do the screens show for `O=c1[nH]c2ccccc2n1CCCOc1ccccc1`?
PTHR1 ag: -4.9%[57.5 µM]; D3 ag: 1.9; aSyn rescue: -0.1%; GLP1R inv ag: -20.8%; HEK293 tox: -3.3%; D3 antag: -6.7; KB-V1 MDR tox: -24.4%; GLP1R ag: 22.9%; TDP43 rescue: 14.8%

Results for Cc1c(C(=O)NCCC2=CCCCC2)sc2ncnc(N3CCCCC3C)c12 (stereo not drawn) ?
PTHR1 ag: -10.2%; D3 ag: 3.2; aSyn rescue: -7.8%; GLP1R inv ag: inconclusive; HEK293 tox: -9.2%; D3 antag: 14.7; KB-V1 MDR tox: -9.2%; GLP1R ag: 4.2%; TDP43 rescue: inconclusive

How did Cc1oc2c(cc(NS(=O)(=O)c3ccc(Cl)cc3)c3ccccc32)c1C(=O)O do in these assays?
PTHR1 ag: inactive; D3 ag: 0.6; aSyn rescue: -1.2%; GLP1R inv ag: -0.9%; HEK293 tox: -9.1%; D3 antag: -11.4; KB-V1 MDR tox: 14.8%; GLP1R ag: -0.6%; TDP43 rescue: -13.1%

How did O=C(Cn1ncc2c([nH]c3ccccc32)c1=O)NCC1CCN(Cc2ccccc2F)CC1 do in these assays?
PTHR1 ag: inactive; D3 ag: 1.1; aSyn rescue: -7.0%; GLP1R inv ag: 9.0%; HEK293 tox: 1.8%; D3 antag: -0.2; KB-V1 MDR tox: inconclusive; GLP1R ag: -0.6%; TDP43 rescue: 14.2%

Results for CCOc1cc(S(=O)(=O)N2CCCC2)ccc1Cl ?
PTHR1 ag: -6.3%; D3 ag: 1.1; aSyn rescue: 4.0%; GLP1R inv ag: 9.8%; HEK293 tox: -17.8%; D3 antag: 9.2; KB-V1 MDR tox: -25.1%; GLP1R ag: 18.8%; TDP43 rescue: 8.5%

Results for COc1cccc(COC(=O)c2cc(S(=O)(=O)N3CCCCC3)ccc2N2CCOCC2)c1OC ?
PTHR1 ag: inactive; D3 ag: -9.5; aSyn rescue: -0.7%; GLP1R inv ag: 7.0%; HEK293 tox: 13.8%; D3 antag: -11.4; KB-V1 MDR tox: -1.8%; GLP1R ag: 3.2%; TDP43 rescue: -27.3%

What do the screens show for `COc1ccccc1C(=O)Nc1cccc(C(=O)OCc2cc(=O)n3cc(C)sc3n2)c1`?
PTHR1 ag: inactive; D3 ag: 3.7; GLP1R inv ag: 13.1%; HEK293 tox: -1.0%; TDP43 rescue: 23.6%

What do the screens show for `Nn1c(SCc2cccc3ccccc23)nnc1-c1ccco1`?
PTHR1 ag: inactive; D3 ag: 0.6; aSyn rescue: 2.7%; GLP1R inv ag: 0.0%; HEK293 tox: -10.9%; D3 antag: -19.4; KB-V1 MDR tox: inconclusive; GLP1R ag: 3.6%; TDP43 rescue: 3.9%

Grouped by structure, the compounds so far with an aryl methoxy group
Results for COc1cccc(COC(=O)c2cc(S(=O)(=O)N3CCCCC3)ccc2N2CCOCC2)c1OC ?
PTHR1 ag: inactive; D3 ag: -9.5; aSyn rescue: -0.7%; GLP1R inv ag: 7.0%; HEK293 tox: 13.8%; D3 antag: -11.4; KB-V1 MDR tox: -1.8%; GLP1R ag: 3.2%; TDP43 rescue: -27.3%

What do the screens show for `COc1ccccc1C(=O)Nc1cccc(C(=O)OCc2cc(=O)n3cc(C)sc3n2)c1`?
PTHR1 ag: inactive; D3 ag: 3.7; GLP1R inv ag: 13.1%; HEK293 tox: -1.0%; TDP43 rescue: 23.6%

(listing goes on)
How did COc1ccc(NC(=O)Cc2nnc(SCC(=O)Nc3ccc(F)cc3)n2C)cc1 do in these assays?
PTHR1 ag: 3.7%; D3 ag: -20.0; aSyn rescue: -4.1%; GLP1R inv ag: -17.3%; HEK293 tox: 7.2%; D3 antag: 1.7; KB-V1 MDR tox: -8.0%; GLP1R ag: 4.8%; TDP43 rescue: -11.5%

What do the screens show for `COc1ccc(S(=O)(=O)N2CCOCC2)cc1C(=O)N1CCCCCC1`?
PTHR1 ag: inactive; D3 ag: 1.2; aSyn rescue: -0.5%; GLP1R inv ag: 6.2%; HEK293 tox: 10.7%; D3 antag: 1.8; KB-V1 MDR tox: -1.9%; GLP1R ag: 5.3%; TDP43 rescue: 16.8%

What do the screens show for `Cc1ccc(S(=O)(=O)N2CCN(S(=O)(=O)c3ccccc3Br)CC2)cc1`?
PTHR1 ag: inactive; D3 ag: 11.6; aSyn rescue: -1.9%; GLP1R inv ag: 6.2%; HEK293 tox: 4.1%; D3 antag: 1.2; KB-V1 MDR tox: 0.0%; GLP1R ag: -2.7%; TDP43 rescue: 21.7%

How did O=S1(=O)N[C@@H](c2ccccc2)COc2cc(Br)ccc21 do in these assays?
PTHR1 ag: -4.0%; D3 ag: 0.5; aSyn rescue: -4.6%; GLP1R inv ag: inconclusive; HEK293 tox: 0.0%; D3 antag: 11.9; KB-V1 MDR tox: 10.6%; GLP1R ag: 0.0%; TDP43 rescue: 2.6%

What do the screens show for `CCn1c(=O)cc(SCC(=O)N2CCN(c3cc(C)ccc3C)CC2)c2ccccc21`?
PTHR1 ag: -20.4%; D3 ag: 7.3; GLP1R inv ag: inconclusive; HEK293 tox: -9.7%; KB-V1 MDR tox: -4.3%; TDP43 rescue: 4.9%

Results for CCOC(=O)C1CCN(C(=O)C2CCN(c3nnc(-n4cccc4)s3)CC2)CC1 ?
PTHR1 ag: -8.2%; D3 ag: 0.9; aSyn rescue: -0.3%; GLP1R inv ag: -0.5%; HEK293 tox: -5.2%; D3 antag: -16.1; KB-V1 MDR tox: -1.7%; GLP1R ag: -4.9%; TDP43 rescue: 14.1%

What do the screens show for `N#Cc1ccccc1COc1cccc2c1CCCC2O` (stereo not drawn)?
PTHR1 ag: inactive; D3 ag: 10.0; aSyn rescue: 7.4%; GLP1R inv ag: -14.6%; HEK293 tox: -8.8%; D3 antag: -10.2; KB-V1 MDR tox: -0.4%; GLP1R ag: 15.6%; TDP43 rescue: -10.5%

Results for COc1ccc2[nH]c3c(c(=O)c2c1)CCCC3 ?
PTHR1 ag: -3.0%; D3 ag: 8.5; aSyn rescue: -10.4%; GLP1R inv ag: 20.4%; HEK293 tox: 0.9%; D3 antag: 9.2; KB-V1 MDR tox: 2.1%; GLP1R ag: -1.6%; TDP43 rescue: 19.5%

Results for CC1(C)CC(=O)C(C=Nc2ccc3cn[nH]c3c2)=C(O)C1 ?
PTHR1 ag: -7.8%[57.5 µM]; D3 ag: 0.2; aSyn rescue: 27.2%; GLP1R inv ag: -18.4%; HEK293 tox: 1.8%; D3 antag: -8.9; KB-V1 MDR tox: 11.3%; GLP1R ag: 7.0%; TDP43 rescue: 11.2%

Results for CCOC(=O)c1cc2c(ccn2C)n1CC(=O)N(CC)CC ?
PTHR1 ag: inactive; D3 ag: -5.4; aSyn rescue: -9.0%; GLP1R inv ag: -6.3%; HEK293 tox: 7.4%; D3 antag: 1.5; KB-V1 MDR tox: 0.4%; GLP1R ag: 7.8%; TDP43 rescue: -18.3%[9.22 µM]

What do the screens show for `CCCC(c1nnnn1Cc1cccs1)N1CCN(C)CC1` (stereo not drawn)?
PTHR1 ag: 14.5%; D3 ag: -12.0; aSyn rescue: -0.6%; GLP1R inv ag: -15.2%; HEK293 tox: -2.7%; D3 antag: -6.7; KB-V1 MDR tox: -9.8%; GLP1R ag: 1.7%; TDP43 rescue: -28.3%

Results for COc1cc(OC)c(NC(=O)Cc2ccc(OC)c(S(=O)(=O)N3CCOCC3)c2)cc1Cl ?
PTHR1 ag: inactive; D3 ag: -1.6; aSyn rescue: -1.0%; GLP1R inv ag: 13.5%; HEK293 tox: 12.1%; D3 antag: -6.2; KB-V1 MDR tox: inconclusive; GLP1R ag: 8.7%; TDP43 rescue: -15.0%

How did CC(C)(C)c1cc(C(=O)NNc2cccc(Cl)c2)n(Cc2ccccc2)n1 do in these assays?
PTHR1 ag: inactive; D3 ag: 9.5; aSyn rescue: -42.4%[inhibitor]; GLP1R inv ag: 1.26µM*; HEK293 tox: 6.5%; D3 antag: -15.8; KB-V1 MDR tox: inconclusive; GLP1R ag: -0.7%; TDP43 rescue: inconclusive

What do the screens show for `O=c1c(Cl)c(NCCO)cnn1-c1cccc(Cl)c1`?
PTHR1 ag: 5.7%; D3 ag: -1.6; aSyn rescue: -1.5%; GLP1R inv ag: 31.9%[activator]; HEK293 tox: 2.5%; D3 antag: -16.5; KB-V1 MDR tox: inconclusive; GLP1R ag: -5.1%; TDP43 rescue: 1.4%

Results for CCOc1ccc(S(=O)(=O)N2c3ccccc3CC2C)cc1 (stereo not drawn) ?
PTHR1 ag: inactive; D3 ag: -5.4; aSyn rescue: -0.8%; GLP1R inv ag: inconclusive; HEK293 tox: -20.8%; D3 antag: 9.0; KB-V1 MDR tox: 1.46µM*; GLP1R ag: inconclusive; TDP43 rescue: -17.8%

Some of the compounds tested; count on the stated rates, not on these rows.
